Compound activity from PubChem.
GRK2 aptamer HTS – compounds blocking aptamer binding on GRK2 – biochemical, human GRK2, bead flow cytometry, HTS, primary screen. 330,000 tested, 0.59% active. Beta-adrenergic receptor kinase 1 (Homo sapiens), P25098. FAM-aptamer displacement from GRK2. inhibition of aptamer binding, % at 10 µM. AID 488847, 2010;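 active means inhibition of aptamer binding above 40%, roughly 3 SD of noise, on plates passing a quality check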;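 further: median bead fluorescence of bound FAM aptamer so fluorescent compounds give negative values; no value below 0 was filed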
MEP2-GFP yeast – modulators of MEP2-GFP levels in yeast, primary screen, S. cerevisiae, multiplex flow cytometry, MLPCN library | S. cerevisiae MEP2-GFP strain, 3 h; 100% = DMSO control level | GFP response vs DMSO, % at 10 µM | 330,000 tested, 0.51% active | AID 2016, 2009;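 active means GFP response versus DMSO above a set limit, roughly screen mean plus 3 SD, cut at about 180% in these data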;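 further: median GFP fluorescence of the barcode-gated MEP2-GFP cells per well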
VLA-4 inh – inhibition in human VLA-4 binding assay, primary screen, VLA-4 allosteric modulator project, MLPCN library, flow cytometry, VLA-4 expressing cells; ligand binding flow cytometry; Integrin alpha-4 (Homo sapiens), P13612; 330,000 tested, 0.2% active; inhibition, % (about 7 µM as worked out from the volumes in the protocol); in the data active means inhibition above about 50%
Target sequence (P13612 whole entry, looked up): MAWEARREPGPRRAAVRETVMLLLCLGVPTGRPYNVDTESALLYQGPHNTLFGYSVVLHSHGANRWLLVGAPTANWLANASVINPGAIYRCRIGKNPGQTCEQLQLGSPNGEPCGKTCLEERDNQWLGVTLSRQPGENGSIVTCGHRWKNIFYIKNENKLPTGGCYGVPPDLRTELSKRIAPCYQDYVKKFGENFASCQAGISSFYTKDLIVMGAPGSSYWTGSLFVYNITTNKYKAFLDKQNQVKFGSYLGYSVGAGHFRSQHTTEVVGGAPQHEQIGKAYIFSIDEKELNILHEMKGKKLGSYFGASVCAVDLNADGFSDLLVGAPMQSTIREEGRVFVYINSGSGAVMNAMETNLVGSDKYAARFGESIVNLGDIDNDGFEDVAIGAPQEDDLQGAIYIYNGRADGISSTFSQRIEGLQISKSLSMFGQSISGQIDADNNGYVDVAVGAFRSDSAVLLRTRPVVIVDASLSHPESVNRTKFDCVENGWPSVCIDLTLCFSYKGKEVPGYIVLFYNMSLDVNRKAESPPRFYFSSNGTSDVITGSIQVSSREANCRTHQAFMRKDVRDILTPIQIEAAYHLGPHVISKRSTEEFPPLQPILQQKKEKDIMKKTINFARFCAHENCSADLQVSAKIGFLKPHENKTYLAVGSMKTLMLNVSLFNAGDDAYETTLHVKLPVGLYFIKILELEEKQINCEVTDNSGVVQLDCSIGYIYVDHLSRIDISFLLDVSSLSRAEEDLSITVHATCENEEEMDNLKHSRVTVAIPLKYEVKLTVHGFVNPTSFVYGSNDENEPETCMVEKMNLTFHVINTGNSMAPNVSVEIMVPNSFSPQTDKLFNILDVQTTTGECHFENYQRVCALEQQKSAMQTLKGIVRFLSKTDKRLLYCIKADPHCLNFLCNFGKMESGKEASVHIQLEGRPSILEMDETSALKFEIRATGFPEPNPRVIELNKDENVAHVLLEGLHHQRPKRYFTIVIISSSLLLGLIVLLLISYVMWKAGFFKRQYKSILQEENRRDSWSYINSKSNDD
LAP4 TOR yeast – modulators of LAP4-GFP expression in yeast, primary screen, S. cerevisiae, multiplex flow cytometry, MLPCN library | 3 h; median GFP as percent of DMSO wells | GFP response vs DMSO, % at 10 µM | 320,000 tested, 0.34% active | AID 2023, 2009;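 active means GFP response vs DMSO above a set limit, about the screen mean plus 3 SD, cut at about 150% in these data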
CIT2 TOR yeast – modulators of CIT2-GFP expression in yeast, primary screen, S. cerevisiae, GFP fusion, multiplex flow cytometry, MLPCN library; S. cerevisiae CIT2-GFP strain, 3 h; 100 means same as DMSO wells; GFP response vs DMSO, % at 10 µM; 320,000 tested, 0.065% active;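 active means GFP response relative to DMSO above a set limit, near the screen mean plus 3 SD, cut at about 150% in these data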;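 further: ratio of well median GFP fluorescence to mean of DMSO wells on the plate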
GASC-1 inh – inhibitors of GASC-1 histone demethylase, primary screen, biochemical, fluorescence, DELFIA europium; inhibition, % at 2.35 µM; 330,000 tested, 0.069% active; Lysine-specific demethylase 4C (Homo sapiens), Q9H3R0; GST-JMJD2C(1-420) H3K9me3 demethylation;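 active means more than half of a compound's replicate wells show inhibition beyond 50%, single wells judged on their own value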;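 further: signal counts dimethyl H3K9 product captured on neutravidin plate; 0% = median of DMSO wells and 100% = 0.3 times that DMSO median; strong numbers were not always called active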
AGP1-GFP MLPCN – modulators of AGP1-GFP expression in yeast TOR pathway, primary screen, cell-based, multiplex flow cytometry, S. cerevisiae, MLPCN library; AID 2066, 2009; 3 h; GFP as percent of DMSO wells; 320,000 tested, 0.02% active; GFP response vs DMSO, % at 10 µM;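 active means GFP response relative to DMSO above a set limit, near screen average plus 3 SD, cut at about 150% in these data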;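 further: median GFP channel fluorescence of the gated AGP1 strain per well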
RPL19A TOR yeast – RPL19A-GFP expression modulators in yeast, primary screen, cell-based, S. cerevisiae, multiplex flow cytometry, MLPCN; S. cerevisiae RPL19A-GFP strain, 3 h; active compounds read low; percent response vs DMSO, % at 10 µM; 330,000 tested, 0.3% active; AID 2025, 2009;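 active means percent response vs DMSO below 50%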;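 further: median channel GFP fluorescence of the barcoded RPL19A-GFP strain; ratio of sample median GFP to plate DMSO average so 100% = DMSO; lower means less RPL19A-GFP as with rapamycin TOR inhibition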
Starred values were filed as active, the others as inactive.

For COc1cc(C(=O)Nc2ccc(N(C)C)cc2)c([N+](=O)[O-])cc1OC the results were GRK2 aptamer HTS 1, MEP2-GFP yeast 98, VLA-4 inh 45, LAP4 TOR yeast 94, CIT2 TOR yeast 88, GASC-1 inh -14, AGP1-GFP MLPCN 92 and RPL19A TOR yeast 91.
COc1cccc(CC2(CO)CCCN(Cc3cn[nH]c3-c3ccccc3)C2)c1 (stereo not drawn) was read as GRK2 aptamer HTS 99*, MEP2-GFP yeast 120, VLA-4 inh 5, LAP4 TOR yeast 113, CIT2 TOR yeast 107, GASC-1 inh 3, AGP1-GFP MLPCN 103 and RPL19A TOR yeast 119.
For COC(=O)c1ccccc1NC(=O)CSc1ccccc1 the results were GRK2 aptamer HTS 7, MEP2-GFP yeast 106, VLA-4 inh -3, LAP4 TOR yeast 95, CIT2 TOR yeast 92, GASC-1 inh 5, AGP1-GFP MLPCN 91 and RPL19A TOR yeast 97.
CCCCC(=O)Nc1nnnn1CCC was read as GRK2 aptamer HTS 2, MEP2-GFP yeast 108, VLA-4 inh 14, LAP4 TOR yeast 95, CIT2 TOR yeast 112, GASC-1 inh -3, AGP1-GFP MLPCN 104 and RPL19A TOR yeast 104.
`O=c1c(-c2cnn(-c3ccccc3)c2)coc2cc(O)ccc12` gave GRK2 aptamer HTS 4, MEP2-GFP yeast 107, VLA-4 inh 1, LAP4 TOR yeast 110, CIT2 TOR yeast 96, GASC-1 inh -3, AGP1-GFP MLPCN 102 and RPL19A TOR yeast 101.
For COc1cc(OC)cc(-c2c(C#Cc3ccsc3)c3cc(-c4cc(F)cc(F)c4)ccc3n2C)c1 the results were MEP2-GFP yeast 102, VLA-4 inh -1, LAP4 TOR yeast 108, CIT2 TOR yeast 95, GASC-1 inh 5, AGP1-GFP MLPCN 99 and RPL19A TOR yeast 98.
COc1ccc(CCNC(=O)C(C)OC(=O)c2ccco2)cc1OC (stereo not drawn) was read as GRK2 aptamer HTS 0, MEP2-GFP yeast 99, VLA-4 inh 1, LAP4 TOR yeast 105, CIT2 TOR yeast 96, GASC-1 inh -3, AGP1-GFP MLPCN 96 and RPL19A TOR yeast 98.
`COc1cccc(-c2nnc3sc(-c4ccco4)nn23)c1` gave GRK2 aptamer HTS 1, MEP2-GFP yeast 103, VLA-4 inh 0, LAP4 TOR yeast 103, CIT2 TOR yeast 104, GASC-1 inh 0, AGP1-GFP MLPCN 88 and RPL19A TOR yeast 98.
O=C(NN=C1CCCC1)c1ccccc1OCCOc1ccccc1 was read as GRK2 aptamer HTS 6, MEP2-GFP yeast 100, VLA-4 inh 34, LAP4 TOR yeast 94, CIT2 TOR yeast 93, GASC-1 inh -5, AGP1-GFP MLPCN 96 and RPL19A TOR yeast 99.
`CCOc1cc(/C=N/Nc2nn3cnnc3c3ccccc23)ccc1O` gave GRK2 aptamer HTS 3, MEP2-GFP yeast 102, VLA-4 inh 1, LAP4 TOR yeast 89, CIT2 TOR yeast 106, GASC-1 inh 1, AGP1-GFP MLPCN 102 and RPL19A TOR yeast 98.
CC1(C)N=C(SCC(=O)Nc2ccc(Cl)cc2)C(c2ccc(Cl)cc2)=N1 was read as GRK2 aptamer HTS 33, MEP2-GFP yeast 101, VLA-4 inh 27, LAP4 TOR yeast 97, CIT2 TOR yeast 97, GASC-1 inh -15, AGP1-GFP MLPCN 97 and RPL19A TOR yeast 97.
Screening Oc1ccccc1/C=N/Nc1nccnc1Cl returned GRK2 aptamer HTS 0, MEP2-GFP yeast 107, VLA-4 inh 9, LAP4 TOR yeast 138, CIT2 TOR yeast 95, GASC-1 inh 8, AGP1-GFP MLPCN 90 and RPL19A TOR yeast 94.
`COc1cc(Br)c(CCNC(=O)c2ccco2)cc1OC` gave GRK2 aptamer HTS 2, MEP2-GFP yeast 105, VLA-4 inh 4, LAP4 TOR yeast 101, CIT2 TOR yeast 104, GASC-1 inh 10, AGP1-GFP MLPCN 95 and RPL19A TOR yeast 100.
Screening O=C(Cc1cccs1)Nc1ccc(-c2nnc(-c3ccco3)o2)cc1 returned GRK2 aptamer HTS 0, MEP2-GFP yeast 104, VLA-4 inh 5, LAP4 TOR yeast 91, CIT2 TOR yeast 94, GASC-1 inh 2, AGP1-GFP MLPCN 93 and RPL19A TOR yeast 101.
For Cc1cc(Nc2nc3c(c(=O)n(C)c(=O)n3C)n2C)n(-c2ccc(Cl)cc2)n1 the results were GRK2 aptamer HTS 0, MEP2-GFP yeast 107, VLA-4 inh 22, LAP4 TOR yeast 105, CIT2 TOR yeast 101, GASC-1 inh 8, AGP1-GFP MLPCN 107 and RPL19A TOR yeast 110.
`COc1cc(C(=O)N/N=C/c2cn(Cc3ccccc3)c3ccccc23)ccc1O` gave GRK2 aptamer HTS 5, MEP2-GFP yeast 109, VLA-4 inh -6, LAP4 TOR yeast 79, CIT2 TOR yeast 85, GASC-1 inh 2, AGP1-GFP MLPCN 106 and RPL19A TOR yeast 120.
`Cc1ccc(NC(=O)NNC(=O)c2ccc3c(c2)NC(=O)C(C)(C)O3)cc1` gave GRK2 aptamer HTS 1, MEP2-GFP yeast 102, VLA-4 inh -16, LAP4 TOR yeast 94, CIT2 TOR yeast 108, GASC-1 inh -4, AGP1-GFP MLPCN 103 and RPL19A TOR yeast 101.
Screening CCC(C)N(CCNC(=O)CC1Oc2ccc(C)cc2NC1=O)C1CCCCC1 (stereo not drawn) returned GRK2 aptamer HTS 2, MEP2-GFP yeast 101, VLA-4 inh 3, LAP4 TOR yeast 103, CIT2 TOR yeast 98, GASC-1 inh -12, AGP1-GFP MLPCN 104 and RPL19A TOR yeast 98.
CCOC(=O)C1=C(Cc2ccc(F)cc2)C(=O)c2ccccc2C1=O was read as GRK2 aptamer HTS 0, MEP2-GFP yeast 110, VLA-4 inh inactive, LAP4 TOR yeast 155*, CIT2 TOR yeast 82, GASC-1 inh 39, AGP1-GFP MLPCN 81 and RPL19A TOR yeast 93.
Screening CCCSC1=C(C#N)C(c2cccs2)CC(=O)N1 (stereo not drawn) returned GRK2 aptamer HTS 1, MEP2-GFP yeast 97, VLA-4 inh -3, LAP4 TOR yeast 106, CIT2 TOR yeast 104, GASC-1 inh 13, AGP1-GFP MLPCN 112 and RPL19A TOR yeast 93.
CCCCn1c(=O)[nH]c2ccccc21 was read as GRK2 aptamer HTS 6, MEP2-GFP yeast 108, VLA-4 inh 1, LAP4 TOR yeast 100, CIT2 TOR yeast 97, GASC-1 inh -2, AGP1-GFP MLPCN 102 and RPL19A TOR yeast 97.
Screening O=C(NCCC1CCCCN1S(=O)(=O)c1ccc(Cl)cc1)C(=O)NCc1ccncc1 (stereo not drawn) returned GRK2 aptamer HTS 1, MEP2-GFP yeast 101, VLA-4 inh 11, LAP4 TOR yeast 105, CIT2 TOR yeast 97, GASC-1 inh -4, AGP1-GFP MLPCN 101 and RPL19A TOR yeast 98.
`Fc1ccc(-c2ccc(CNCc3ccccn3)o2)cc1Cl` gave GRK2 aptamer HTS 0, MEP2-GFP yeast 107, VLA-4 inh 9, LAP4 TOR yeast 105, CIT2 TOR yeast 103, GASC-1 inh -23, AGP1-GFP MLPCN 106 and RPL19A TOR yeast 102.
`CCSc1ncnc2sc(C)c(C)c12` gave GRK2 aptamer HTS 0, MEP2-GFP yeast 102, VLA-4 inh 11, LAP4 TOR yeast 93, CIT2 TOR yeast 102, GASC-1 inh -15, AGP1-GFP MLPCN 98 and RPL19A TOR yeast 99.
For O=C1NCCOC(=O)[C@@H](Cc2ccc(F)cc2)CC/C=C/C[C@@H]1CC(=O)N(CCO)Cc1ccccc1 the results were GRK2 aptamer HTS 0, MEP2-GFP yeast 105, VLA-4 inh 23, LAP4 TOR yeast 95, CIT2 TOR yeast 99, GASC-1 inh -2, AGP1-GFP MLPCN 102 and RPL19A TOR yeast 98.
`COc1ccc(C(NC(C)=O)c2cc(Cl)c3cccnc3c2O)cc1` (stereo not drawn) gave GRK2 aptamer HTS 5, MEP2-GFP yeast 112, VLA-4 inh -8, LAP4 TOR yeast 102, CIT2 TOR yeast 101, GASC-1 inh -2, AGP1-GFP MLPCN 101 and RPL19A TOR yeast 105.
`CC1C(=O)N2CCCc3cc(NC(=O)C(=O)NCc4ccc5c(c4)OCO5)cc1c32` (stereo not drawn) gave GRK2 aptamer HTS 0, MEP2-GFP yeast 94, VLA-4 inh 14, LAP4 TOR yeast 89, CIT2 TOR yeast 91, GASC-1 inh 14, AGP1-GFP MLPCN 93 and RPL19A TOR yeast 89.
Screening CCn1ncc(Br)c1C(=O)Nc1ccccc1OC returned GRK2 aptamer HTS 0, MEP2-GFP yeast 127, VLA-4 inh 3, LAP4 TOR yeast 96, CIT2 TOR yeast 100, GASC-1 inh 4, AGP1-GFP MLPCN 100 and RPL19A TOR yeast 96.
`CCc1ccc(OCc2nnc(SCC(=O)NCC3CCCO3)n2C)cc1` (stereo not drawn) gave GRK2 aptamer HTS 0, MEP2-GFP yeast 100, VLA-4 inh 0, LAP4 TOR yeast 100, CIT2 TOR yeast 108, GASC-1 inh 13, AGP1-GFP MLPCN 104 and RPL19A TOR yeast 104.
Cc1cc(NC(=O)C(C)C)n(-c2nc3ccccc3s2)n1 was read as GRK2 aptamer HTS 1, MEP2-GFP yeast 92, VLA-4 inh 0, LAP4 TOR yeast 90, CIT2 TOR yeast 96, GASC-1 inh 4, AGP1-GFP MLPCN 91 and RPL19A TOR yeast 93.
`CCN(CC)CC(C)CNC(=O)CC(C(=O)N1CCc2ccccc21)n1ccnc1` (stereo not drawn) gave GRK2 aptamer HTS 1, MEP2-GFP yeast 112, VLA-4 inh -9, LAP4 TOR yeast 104, CIT2 TOR yeast 110, GASC-1 inh 4, AGP1-GFP MLPCN 108 and RPL19A TOR yeast 104.

Among those listed so far, these have a furan ring, fused or not.
COc1ccc(CCNC(=O)C(C)OC(=O)c2ccco2)cc1OC (stereo not drawn) was read as GRK2 aptamer HTS 0, MEP2-GFP yeast 99, VLA-4 inh 1, LAP4 TOR yeast 105, CIT2 TOR yeast 96, GASC-1 inh -3, AGP1-GFP MLPCN 96 and RPL19A TOR yeast 98.
`COc1cccc(-c2nnc3sc(-c4ccco4)nn23)c1` gave GRK2 aptamer HTS 1, MEP2-GFP yeast 103, VLA-4 inh 0, LAP4 TOR yeast 103, CIT2 TOR yeast 104, GASC-1 inh 0, AGP1-GFP MLPCN 88 and RPL19A TOR yeast 98.
`COc1cc(Br)c(CCNC(=O)c2ccco2)cc1OC` gave GRK2 aptamer HTS 2, MEP2-GFP yeast 105, VLA-4 inh 4, LAP4 TOR yeast 101, CIT2 TOR yeast 104, GASC-1 inh 10, AGP1-GFP MLPCN 95 and RPL19A TOR yeast 100.
Screening O=C(Cc1cccs1)Nc1ccc(-c2nnc(-c3ccco3)o2)cc1 returned GRK2 aptamer HTS 0, MEP2-GFP yeast 104, VLA-4 inh 5, LAP4 TOR yeast 91, CIT2 TOR yeast 94, GASC-1 inh 2, AGP1-GFP MLPCN 93 and RPL19A TOR yeast 101.
`Fc1ccc(-c2ccc(CNCc3ccccn3)o2)cc1Cl` gave GRK2 aptamer HTS 0, MEP2-GFP yeast 107, VLA-4 inh 9, LAP4 TOR yeast 105, CIT2 TOR yeast 103, GASC-1 inh -23, AGP1-GFP MLPCN 106 and RPL19A TOR yeast 102.
